# Compound activity as filed in PubChem BioAssay.
# M5 ag: human M5 muscarinic receptor agonists, primary screen, CHO-K1 cells, Fluo-8 calcium fluorescence; Muscarinic acetylcholine receptor M5 (Homo sapiens), P08912; CHO-K1 hM5 cells; 0% DMSO wells, 100% maximal acetylcholine response; activation, % at 3 µM; 0.19% of 360,000 active; AID 624037, 2012;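 active = activation above the run's mean over test compounds plus 3 SD, cut at about 23% in these data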;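 note: signal is peak over basal fluorescence ratio across the kinetic read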
# Target sequence (P08912 whole entry, looked up): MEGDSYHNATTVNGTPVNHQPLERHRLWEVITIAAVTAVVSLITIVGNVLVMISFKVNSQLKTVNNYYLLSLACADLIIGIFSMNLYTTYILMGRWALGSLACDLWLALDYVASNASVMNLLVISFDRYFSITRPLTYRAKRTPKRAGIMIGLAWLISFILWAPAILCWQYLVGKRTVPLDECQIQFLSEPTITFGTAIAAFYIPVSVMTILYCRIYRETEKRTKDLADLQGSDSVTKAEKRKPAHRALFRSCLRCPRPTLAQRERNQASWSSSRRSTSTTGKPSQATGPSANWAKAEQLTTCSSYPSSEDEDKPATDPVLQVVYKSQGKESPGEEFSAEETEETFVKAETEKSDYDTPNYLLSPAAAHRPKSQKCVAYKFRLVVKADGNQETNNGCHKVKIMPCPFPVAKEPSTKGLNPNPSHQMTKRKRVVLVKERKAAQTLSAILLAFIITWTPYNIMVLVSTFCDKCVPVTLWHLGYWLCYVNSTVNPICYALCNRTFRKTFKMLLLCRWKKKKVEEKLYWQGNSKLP
# TAAR1 agonist: human TAAR1 agonists, primary screen, Fluo-8 calcium fluorescence, CHO RD-HGA16 cells. AID 624467, 2012. 0.99% of 360,000 active. vehicle wells 0%, saturating PEA agonist 100%. activation, % at 3 µM;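 active = activation above the mean activation of all test compounds in the run plus 3 SD, cut at about 38% in these data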
#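 System: CHO-derived RD-HGA16 cells with stable Gα16 and human TAAR1. Times: 17-24 h plating, Fluo-8 75 min 37 °C, 30 min RT. Measured by: calcium-sensitive Fluo-8 signal, excitation 470-495, emission 515-575 nm. Read-out basis: % activation relative to PEA EC100 response. Control set: DMSO and PEA EC100. Repeats: no replicates (n 1).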
# M1 PAM parental: nonselective calcium activators in parental CHO-K1 cells, primary screen, counter-screen for M1 PAM project, cell-based, Fluo-8 calcium fluorescence, full deck, 1536-well. ATP EC20; 0% at ATP EC20, 100% at ATP max. activation, % at 3 µM. 0.02% of 360,000 active. AID 602247, 2012;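 active = activation above the run cutoff, the mean activation of all test compounds plus 3 SD, cut at about 40% in these data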;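 note: peak over basal fluorescence ratio in a 140 s read after ATP addition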
# TAAR1 antag: human TAAR1 antagonists, primary screen, Fluo-8 calcium fluorescence, CHO RD-HGA16 cells | 1.5% of 360,000 active | antagonist | Trace amine-associated receptor 1 (Homo sapiens), Q96RJ0 | inhibition, % at 3 µM;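 active = inhibition above a per-plate cutoff, the mean inhibition of test compounds on that plate plus 3 SD, cut at about 49% in these data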;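 note: 0% = DMSO plus EC80 beta-PEA response and 100% = DMSO alone without agonist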
#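 Test system: RD-HGA16 CHO cells with stable hTAAR1 and Gα16 / Probe or stimulus: EC80 β-phenethylamine stimulus / Times: seeding 17-24 h prior, 75-min 37 °C, 30-min RT dye loading / Detection: Fluo-8 calcium-sensitive fluorescence / Read-out basis: % inhibition scaled between DMSO and EC80 PEA controls / Repeats: singlicate, one well per test compound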
# CRFR2-BP antag: antagonists of CRF-BP/CRF-R2 complex, primary screen, cell-based, HEK293, calcium dye fluorescence, uHTS; CRF-induced calcium fluorescence; inhibition, % at 11.8 µM; 0.59% of 350,000 active; AID 588475, 2011;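 active = inhibition of the ligand-induced calcium signal above about 50% at the single tested concentration, limit read from the data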
# CHRM5 antagonist: human M5 muscarinic receptor antagonists, primary screen, CHO cells, Fluo-8 calcium fluorescence | Muscarinic acetylcholine receptor M5 (Homo sapiens), P08912 | CHO-hM5 cells, ACh EC80 | inhibition, % at 3 µM | 0.59% of 360,000 active | AID 624040, 2012;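 active = inhibition above a per-plate cutoff, the mean of that plate's test compounds plus 3 SD, cut at about 27% in these data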;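 note: 0% = acetylcholine EC80 with DMSO and 100% = DMSO without agonist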
# CRFR2-BP ag: agonists of CRF-BP/CRF-R2 complex, primary screen, cell-based, HEK293, calcium dye fluorescence, uHTS; CRF-binding protein / CRF receptor 2 complex (human); calcium dye fluorescence (FLIPR); percent of saturating CRF peptide response; activation, % at 13.2 µM; 0.46% of 350,000 active;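 active = activation of at least 50%, plus an integration ratio under a set limit after plate pattern correction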;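 note: plate controls were neutral control wells without compound for no effect and CRF at EC100 for full effect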
# M5 PAM: human M5 muscarinic receptor positive allosteric modulators, primary screen, CHO-K1 cells, Fluo-8 calcium fluorescence | CHO-K1 hM5, ACh EC20 PAM; 0% = ACh EC20, 100% = ACh EC100 | activation, % at 3 µM | 0.3% of 360,000 active;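 active = activation above the run cutoff, the mean activation of all test compounds plus 3 SD, cut at about 18% in these data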
#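 Measured by: Fluo-8 calcium fluorescence; material: human M5 receptor in CHO-K1 cells; schedule: Post-acetylcholine fluorescence recording 140 s; benchmarks: low control EC20 acetylcholine (0%), high control EC100 acetylcholine (100%); read-out: Max/basal fluorescence ratio as % of EC20–EC100 ACh window; compound: single dose, 3 µM nominal final test concentration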
# CHRM4 PAM: human M4 muscarinic receptor positive allosteric modulators, primary screen, CHO-K1 cells, Fluo-8 calcium fluorescence; CHO-K1 hM4/Gqi5, ACh EC20; 0% = ACh EC20, 100% = maximal ACh; activation, % at 3 µM; 0.4% of 360,000 active; AID 624126, 2012;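 active = activation above its plate's cutoff, the mean activation of sample wells plus 3 SD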; note: some results filed as inactive read as strong as hits
# Target sequence (P08173 whole entry, looked up): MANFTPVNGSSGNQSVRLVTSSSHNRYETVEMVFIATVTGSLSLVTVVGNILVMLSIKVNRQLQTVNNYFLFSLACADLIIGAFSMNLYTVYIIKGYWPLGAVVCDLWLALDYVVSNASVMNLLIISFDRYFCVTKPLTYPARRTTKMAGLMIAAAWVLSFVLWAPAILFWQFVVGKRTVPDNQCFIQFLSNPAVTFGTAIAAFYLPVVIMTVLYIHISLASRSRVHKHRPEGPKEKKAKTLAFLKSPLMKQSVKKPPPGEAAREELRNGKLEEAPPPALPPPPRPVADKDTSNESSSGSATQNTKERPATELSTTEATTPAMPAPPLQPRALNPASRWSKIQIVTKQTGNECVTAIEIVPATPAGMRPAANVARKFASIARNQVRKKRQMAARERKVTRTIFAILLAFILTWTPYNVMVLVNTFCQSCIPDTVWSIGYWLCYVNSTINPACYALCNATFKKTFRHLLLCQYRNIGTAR
# * = called active by the depositor; . = not tested or not shown.
# Screens by letter – A = M5 ag; B = TAAR1 agonist; C = M1 PAM parental; D = TAAR1 antag; E = CRFR2-BP antag; F = CHRM5 antagonist; G = CRFR2-BP ag; H = M5 PAM; I = CHRM4 PAM
> CC(C)n1nc(C(=O)OCn2nnc3ccccc3c2=O)c2ccccc2c1=O
  A = 1	B = 5	C = 14	D = -21	E = -9	F = 6	G = -3.1	H = 2	I = 12

> C/C(=N\NC(=O)c1cnccn1)c1ccc([N+](=O)[O-])cc1
  A = -1	B = 1	C = -3	D = -27	E = 8	F = 12	G = 0.0	H = 1	I = 3

> COc1ccccc1/C=C/C(=O)NCC(=O)N/N=C/c1cc(Br)ccc1OC
  A = -5	B = 10	C = 8	D = 4	E = 2	F = -13	G = 2.5	H = -4	I = -1

> CCOc1ccc(S(=O)(=O)N2CCCC2)c2ccccc12
  A = -3	B = -1	C = 19	D = -51	E = 12	F = -2	G = -1.1	H = -1	I = 4

> CCN(CC)CCN(C(=O)C1CCCCC1)c1nc2cc3c(cc2s1)OCO3
  A = -6	B = 8	C = -1	D = -23	E = -38	F = 15	G = 1.0	H = -1	I = -3

> Cc1c(C(=O)N2CCC2)oc2c(F)cccc12
  A = -1	B = 0	C = 9	D = -16	E = -2	F = 15	G = -1.7	H = -5	I = 0

> Cc1c(C(=O)N2CCOCC2)[nH]c2ccc(OCc3ccccc3)cc12
  A = 2	B = 3	C = 7	D = 14	E = -4	F = 10	G = -1.3	H = -6	I = 6

> O=C(CCNS(=O)(=O)c1ccc(Cl)cc1)OCC(=O)c1ccc[nH]1
  A = 6	B = 9	C = 6	D = -31	E = 2	F = 5	G = -0.9	H = -2	I = 8

> Nc1ccc(C(=O)Nc2cccc(NC(=O)c3ccc(N)cc3)c2)cc1
  A = 0	B = -1	C = 0	D = 18	E = 6	F = 0	G = -1.5	H = 1	I = -1

> Cc1onc(-c2ccccc2Cl)c1C(=O)Nc1ccc(Br)cc1
  A = -5	B = -5	C = 0	D = 0	E = 3	F = 6	G = -0.1	H = -1	I = -3

> Cc1nnc(SCC(=O)N(CCC#N)c2ccc3c(c2)OCCO3)s1
  A = 2	B = 1	C = 9	D = -11	E = 5	F = 4	G = 0.3	H = 4	I = 6

> O=C(O)CCN1C(=O)/C(=C/c2ccc(-c3nc4ccccc4s3)o2)SC1=S
  A = -2	B = 26	C = 0	D = 19	E = -18	F = 4	G = 37	H = 4	I = 0

> COCC1CCN(Cc2c(C(=O)N3CCc4ccccc4C3)nc3ccc(Cl)cn23)C1 (stereo unspecified)
  A = 3	B = 6	C = -3	D = -13	E = -11	F = -8	G = 4.0	H = 8	I = -1

> O=C(COC(=O)c1cccnc1)c1ccc(Cl)c(Cl)c1
  A = 5	B = 7	C = 9	D = 15	E = -13	F = -5	G = 18	H = -3	I = 4

> CCN1CCN(c2ccc(S(=O)(=O)N3CCOCC3)cc2NC(=O)CCOc2ccccc2)CC1
  A = -5	B = 3	C = -3	D = -9	E = 6	F = 29*	G = 0.2	H = -10	I = 5

> Cc1cc(OC(=O)c2ccccc2Cl)ccc1N1C(=O)CCC1=O
  A = 0	B = 3	C = 14	D = -3	E = 9	F = -18	G = -0.5	H = -3	I = -3

> COc1cccc(C(=O)NNc2c3ccccc3nc3ccccc23)c1
  A = 1	B = 9	C = 2	D = 43	E = 17	F = 1	G = -1.0	H = -9	I = -5

> CC(=O)Nc1cccc(NC(=O)CSc2ccc(C(F)(F)F)cc2[N+](=O)[O-])c1
  A = -4	B = 4	C = 6	D = 7	E = -14	F = 2	G = 0.2	H = -10	I = -1

> Cc1ccsc1/C=N/n1c(-c2ccccn2)n[nH]c1=S
  A = -1	B = 2	C = 15	D = -16	E = 1	F = 4	G = -0.7	H = -3	I = 2

> CC(=O)c1cccc(OCC(O)CN2CCN(S(=O)(=O)c3c(F)cccc3F)CC2)c1 (stereo unspecified)
  A = 2	B = 4	C = 3	D = 12	E = 8	F = -13	G = -1.0	H = -3	I = -9

> COc1cccc(OC)c1C(=O)Nc1ccc(S(=O)(=O)N2CCCCC2)cc1
  A = -1	B = -2	C = 3	D = -6	E = 0	F = 0	G = -0.1	H = -1	I = 8

> Cc1c(C(=O)c2ccccc2)c(=O)n(C)c(=O)n1C
  A = -1	B = 3	C = -1	D = -8	E = -12	F = 11	G = 3.5	H = -2	I = -2

> NNC(=O)CSc1c(-c2cccs2)[nH]c2ccccc12
  A = -2	B = -1	C = -4	D = 0	E = 14	F = 3	G = -0.6	H = -4	I = -1

> COc1cc(C(=O)NCC2CCCO2)ccc1OCc1ccc(Cl)cc1 (stereo unspecified)
  A = 11	B = 4	C = 19	D = 3	E = -1	F = 6	G = 0.4	H = -3	I = 5

> CC(OC(=O)c1ccc(NC(=O)CC#N)cc1)C(=O)Nc1ccc2c(c1)OCCO2 (stereo unspecified)
  A = -2	B = 2	C = 23	D = -9	E = -6	F = -3	G = -0.7	H = -2	I = -6

# More compounds follow:
SMILES,M5 ag,TAAR1 agonist,M1 PAM parental,TAAR1 antag,CRFR2-BP antag,CHRM5 antagonist,CRFR2-BP ag,M5 PAM,CHRM4 PAM
COc1ccc(NC(=O)CSCc2cc(=O)n3cc(C)sc3n2)cc1,-6,2,20,-13,5,23,-1.4,-6,-1
N/C(=N\OC(=O)c1ccc([N+](=O)[O-])cc1)c1cccnc1,-2,3,6,1,2,14,0.3,-8,-2
O=C(c1ccc(F)cc1)N1CCCCC(S(=O)(=O)c2ccccc2)C1=O (stereo unspecified),-3,0,11,-9,5,2,0.1,-1,4
COc1ccc(C(=O)N/C(=C/c2ccc(Cl)cc2)C(=O)Nc2ccc(C(=O)O)cc2)cc1,-3,0,-32,-16,6,-25,-1.8,4,-6
COc1ccccc1N1CCN(CC(=O)NCC2CCCO2)CC1 (stereo unspecified),3,3,-9,-1,-4,11,1.0,-6,-2
CC(C)[C@H](NS(=O)(=O)c1ccccc1F)C(=O)NC1CCCCC1,0,5,20,-9,1,4,0.9,2,14
CC1(C)Cc2c(C#N)c(SCC(=O)O)nc(N3CCOCC3)c2CO1,2,2,21,-20,4,9,-1.1,-2,-18
COC(=O)C(N)Cc1ccc(OC)c([N+](=O)[O-])c1 (stereo unspecified),-1,1,15,-14,8,-1,0.3,1,-3
Cc1ccc(NC(=O)CSCC(=O)Nc2nnc(C3CC3)s2)cc1,-2,0,9,-15,9,-4,0.0,3,4
CC(C)(C)c1nc2c(C#N)c(-c3ccc(Cl)cc3)ccn2n1,-10,7,15,28,-13,-1,1.5,-6,-3
C=CCOC(=O)C1=C(C)NC(SCC(=O)Nc2ccccc2)=C(C#N)C1c1ccco1 (stereo unspecified),-9,3,-4,14,17,-3,2.6,-28,-3
CC(C)C(=O)N1CCC(n2nccc2NC(=O)CCOc2ccccc2)CC1,0,5,9,-17,6,-6,0.1,2,-2
O=c1[nH]c2c(Br)cnc([N+](=O)[O-])c2[nH]1,0,-1,16,-21,-3,3,-0.8,4,2
Cc1c(NC(=O)NC(=O)c2ccc(F)cc2)c(=O)n(-c2ccccc2)n1C,-1,4,-6,-3,-3,2,-0.7,8,5
COc1ccc(CC(=O)Nc2ccc(-c3csc(C)n3)cc2)cc1,-3,14,9,7,1,0,-2.7,-4,6
CCC(=C/c1sc2ccc3ccccc3c2[n+]1C)/C=C1\Sc2ccc3ccccc3c2N1C,2,22,9,21,-5,-3,1.3,2,-4
Cc1cccc(C(=O)NC2CC3CCCC(C2)N3Cc2ccccc2)c1 (stereo unspecified),-19,-1,20,-7,6,3,-1.5,8,-2
O=C(COc1ccc(F)cc1)NCCN1CCCC1,2,0,25,-2,-14,5,3.8,10,9
COc1ccc(-c2nc3c4c(ncn3n2)-c2ccccc2CC42CCCC2)cc1,-1,0,9,-1,5,10,-1.2,-4,8
C=CCNC(=O)Nc1ccc(Cl)cn1,0,8,24,-18,17,-1,0.3,1,21*
COC(=O)[C@H]1C[C@H](OC(=O)NCc2ccccc2F)[C@@]2(O)CN(S(=O)(=O)c3ccc(C)cc3)CC2[C@H]1C(=O)OC (stereo partly specified),1,0,27,6,-12,4,-1.2,-4,6
COc1nc(Nc2ccc([N+](=O)[O-])cc2)nc(NC2CCCCC2)n1,3,-2,3,-6,-77,-3,-0.4,4,-1
Cc1[nH]c(C)c(S(=O)(=O)N2CCN(c3ccccc3)CC2)c1C(=O)N1CCCCC1,-1,-1,26,-22,0,2,0.3,2,3
Cc1ccc2c(c1)c1c3n2CCCN(Cc2ccccc2)C3CCC1 (stereo unspecified),6,1,4,-17,1,-5,-1.5,-4,24
COC(=O)/C=C1\OCc2ccc(C)cc21,4,1,.,-18,.,-18,.,19*,7
CCc1nn(CC(=O)N2CCN(Cc3ccc4c(c3)OCO4)CC2)c(=O)c2cc3occc3n12,0,10,16,-11,-4,3,-0.2,-4,-1
CS(=O)(=O)N1CCC(C(=O)N2CCN(c3ccccc3)CC2)CC1,-1,4,13,16,-1,5,1.6,3,0
CCN(C)c1cc2c(c3c1ccn3C)C1CCC2C1 (stereo unspecified),-1,8,8,-23,.,5,.,0,1

# Pulled by structure from the entries so far, 5 records:
SMILES,M5 ag,TAAR1 agonist,M1 PAM parental,TAAR1 antag,CRFR2-BP antag,CHRM5 antagonist,CRFR2-BP ag,M5 PAM,CHRM4 PAM
COc1nc(Nc2ccc([N+](=O)[O-])cc2)nc(NC2CCCCC2)n1,3,-2,3,-6,-77,-3,-0.4,4,-1
COC(=O)[C@H]1C[C@H](OC(=O)NCc2ccccc2F)[C@@]2(O)CN(S(=O)(=O)c3ccc(C)cc3)CC2[C@H]1C(=O)OC (stereo partly specified),1,0,27,6,-12,4,-1.2,-4,6
CC(C)C(=O)N1CCC(n2nccc2NC(=O)CCOc2ccccc2)CC1,0,5,9,-17,6,-6,0.1,2,-2
Cc1[nH]c(C)c(S(=O)(=O)N2CCN(c3ccccc3)CC2)c1C(=O)N1CCCCC1,-1,-1,26,-22,0,2,0.3,2,3
Cc1ccc2c(c1)c1c3n2CCCN(Cc2ccccc2)C3CCC1 (stereo unspecified),6,1,4,-17,1,-5,-1.5,-4,24

# Gathered by group: the compounds so far with a thiophene ring, fused or not.
SMILES,M5 ag,TAAR1 agonist,M1 PAM parental,TAAR1 antag,CRFR2-BP antag,CHRM5 antagonist,CRFR2-BP ag,M5 PAM,CHRM4 PAM
Cc1ccsc1/C=N/n1c(-c2ccccn2)n[nH]c1=S,-1,2,15,-16,1,4,-0.7,-3,2
NNC(=O)CSc1c(-c2cccs2)[nH]c2ccccc12,-2,-1,-4,0,14,3,-0.6,-4,-1
